Screens as filed in PubChem BioAssay.
FBPA Giardia inh = inhibitors of Giardia lamblia fructose-1,6-bisphosphate aldolase | purified Giardia FBPA | Potency, µM (series often up to 59.6 µM), inactives show top-dose activity, negative = inhibition, most hits filed as inhibitors | 290,000 tested, 0.71% active | AID 2451; active = well fitted inhibition curve with a large enough effect; inconclusive = small, poorly fitted or top-dose-only effect, or effect the other way; note: nearly all actives have a fitted effect of over 55% in size
Target sequence (A8B2U2 whole entry, looked up): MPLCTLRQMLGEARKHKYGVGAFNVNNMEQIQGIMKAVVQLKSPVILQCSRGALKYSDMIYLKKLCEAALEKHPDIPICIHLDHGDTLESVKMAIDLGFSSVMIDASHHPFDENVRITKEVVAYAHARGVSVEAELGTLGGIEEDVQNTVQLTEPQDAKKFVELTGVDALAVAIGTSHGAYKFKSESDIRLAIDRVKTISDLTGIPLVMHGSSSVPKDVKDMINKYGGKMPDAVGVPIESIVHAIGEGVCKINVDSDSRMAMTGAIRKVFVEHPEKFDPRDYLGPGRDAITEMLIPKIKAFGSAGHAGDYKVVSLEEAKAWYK
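40 nM FBPA preincubated 10 min at RT with compound (up to 57.5 uM final), then substrate plus GAPDH/TPI/NAD/arsenate coupling and diaphorase/resazurin added. Fluorescence read after 20 min at RT, 525/598 nm.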
* = called active by the depositor; ? = inconclusive; & = joins results of further samples; [ ] = remark or other dose. % is set by controls: 0 for no effect and ±100 for the full control effect; potency is the fitted concentration of half-maximal effect. An excerpt; the hit share may differ from the screen's.

nr | SMILES | FBPA Giardia inh
1 | COC(=O)NC(CCc1ccccc1)C(C(=O)OC)C(=O)OC (centres undefined) | 0%
2 | CC(C)(C)N1C(=O)[C@H]2[C@H]3[C@H](O)[C@H](O)C/C(=N/OC[C@@H](O)COCc4ccco4)[C@H]3CC[C@@H]2C1=O | 3%[12.9 µM]
3 | c1ccc2c(Nc3ccncc3)nc(-c3ccc4c(c3)OCO4)nc2c1 | -9%
4 | CCCN=C(N)NCCC[C@H](N)C(=O)O | 0%
5 | C[C@@H]1O[C@@H](O[C@H]2CC[C@@H](O[C@H]3[C@H](O)C[C@H](c4ccc5c(c4O)C(=O)C4=C(C5=O)[C@@]5(O)C(=O)C[C@](C)(O[C@H]6CC[C@H](O[C@H]7C=CC(=O)[C@H](C)O7)[C@H](C)O6)C[C@@]5(O)C=C4)O[C@@H]3C)O[C@H]2C)C=CC1=O | 7.1µM*
6 | Cn1cccc1C(=O)N1CCC2(CCCN(C(c3ccccc3)c3ccccc3)C2)CC1 | 0%
7 | COC(=O)[C@H]1[C@H](c2ccccc2)C(=O)[C@@]2(O)c3ccccc3O[C@@]12c1ccccc1 | -1%[12.9 µM]
8 | CC(=O)O[C@H]1C2[C@@H](OC(=O)Cc3ccccc3)[C@@H](C)C[C@]2(OC(C)=O)C(=O)/C(C)=C/[C@@H]2[C@H](CC[C@@]13CO3)C2(C)C (some centres undefined) | -7%
9 | CN1CCN(c2ncc3nc(-c4ccc(Cl)cc4)c(=O)n(Cc4cccs4)c3n2)CC1 | -4%
10 | CCCCc1nc2c(c3c1C[C@H](C)OC3)CN(S(=O)(=O)c1ccc3c(c1)OCCN3C)CC2 | 1%[12.9 µM]
11 | CCNc1ncc2nc(-c3cccs3)c(=O)n(Cc3cccs3)c2n1 | 0%
12 | COc1cccc([C@@H]2Oc3ccc(Br)cc3C(=O)[C@H]2OC(=O)NCc2ccc3c(c2)OCO3)c1 | -4%
13 | CC(=O)OCC1=C(C(=O)[O-])N2C(=O)[C@@H](NC(=O)CCC[C@@H](N)C(=O)[O-])[C@H]2SC1.[Zn+2] | -12%
14 | COCCn1c(=O)c(-c2cc(F)cc(F)c2)nc2cnc(OC)nc21 | -7%
15 | COC(=O)CCc1ccccc1S(=O)(=O)N(CCC(=O)OC)Cc1ccccc1 | -7%
16 | COC(=O)N1CCC2(CCCN(c3ccc(-c4ccccc4)cc3)C2)CC1 | 0%
17 | COc1ncc2nc(-c3ccc(F)cc3)c(=O)n(CCC#N)c2n1 | 7%
18 | COC(=O)CC1c2ccccc2C=C(C2CC2)N1C(=O)OC (centres undefined) | 0%
19 | CC(C)([CH2][Sn]([CH2]C(C)(C)c1ccccc1)([CH2]C(C)(C)c1ccccc1)[O][Sn]([CH2]C(C)(C)c1ccccc1)([CH2]C(C)(C)c1ccccc1)[CH2]C(C)(C)c1ccccc1)c1ccccc1 | 3%
20 | COc1ccc(-c2nc3c(c4c2C[C@H](c2ccccc2)OC4)CN(C(=O)c2ccco2)CC3)c(C)c1 | -13%[12.9 µM]
21 | COc1cccc(Cn2c(=O)c(-c3cccs3)nc3cnc(OCc4ccccc4)nc32)c1 | 7%
22 | CS(=O)(=O)Nc1cccc(-c2cncnc2NCc2cccnc2)c1 | 5%
23 | O=c1c(-c2ccc(Cl)cc2)nc2cnc(N3CCOCC3)nc2n1CCc1ccccc1 | 7%
24 | CCCn1c(C)nc2c(NCCN3CCCCC3)nc(C)nc21 | 2%
25 | CN(C)c1nc(NC2CCC(NC(=O)c3ccc(F)c(F)c3)CC2)nc2ccccc12 (centres undefined) | -5%
26 | CN(C)CC[C@H](c1ccc(Cl)cc1)c1ccccn1 | 0%[21.7 µM]
27 | CC(C)NC[C@@H](O)COc1ccc(CCOCC2CC2)cc1 | 1%
28 | CCCC[C@@H]1CCCO[C@@](C(=O)NCc2ccccc2)(C(F)(F)F)C1 | 3%
29 | CC(Nc1oc(-c2ccccc2)nc1-c1ccc(C(F)(F)F)cc1)c1ccccc1 (centres undefined) | -3%
30 | CC1=C(C)C[C@@]23CCCN2C(=O)CCC[C@H]3C1 | -3%[136 µM]

The last two compounds of the section before come first, to join the parts:
nr | SMILES | FBPA Giardia inh
29 | CC(Nc1oc(-c2ccccc2)nc1-c1ccc(C(F)(F)F)cc1)c1ccccc1 (centres undefined) | -3%
30 | CC1=C(C)C[C@@]23CCCN2C(=O)CCC[C@H]3C1 | -3%[136 µM]
31 | NC(N)=NCCC[C@H](N)C(=O)NCC(=O)N[C@@H](CC(=O)O)C(=O)N[C@@H](CO)C(=O)O | -1%
32 | CCC1=C2CC[C@H]3C(=O)N(c4ccccc4)C(=O)[C@H]3[C@H]2[C@@]2(C)C(=O)N(CC(=O)OC)C(=O)N2C1=O | 8%
33 | Nc1ncnc2c1[nH]c(=O)n2C1CC(O)C(CO)O1 (centres undefined) | 0%
34 | COc1ccccc1-c1nc(N(C)C)c2ccccc2n1 | 0%
35 | CO[C@H]1COC(=O)C/C=C\[C@H](C)[C@H](OC)COC(=O)[C@@H](C)NC(=O)C/C=C\[C@@H]1C | 1%[12.9 µM]
36 | C[C@H]1Cc2c(COc3ccccc3)nc3c(c2CO1)CN(C(=O)C1CC1)CC3 | 3%[12.9 µM]
37 | O=C1c2ccccc2C(=O)c2c(O)ccc(O)c21 | -26%
38 | C=C(C)[C@]12C[C@@H](C)[C@@]34OC(Cc5ccccc5)(O[C@@H]1[C@@H]3C=C(COC(=O)Cc1cc(I)c(O)c(OC)c1)C[C@]1(O)C(=O)C(C)=C[C@@H]41)O2 | -12%
39 | Cl.Cl.Cl.Cl.Cl.Cl.N.N.N.N.NNNNN.NNNNN.O.O.[Ru].[Ru].[Ru] | ?
40 | Nc1nc2c(nc(Cl)n2C2OC(CO)C(O)C2O)c(=O)[nH]1 (centres undefined) | 3%
41 | COc1ccccc1-c1cncnc1NCCc1cnc[nH]1 | -2%
42 | COc1ncc2nc(-c3ccc(Cl)cc3)c(=O)n(CCc3ccccc3)c2n1 | 0%
43 | CC(C)NC(=O)N1CCCC2(CCN(C(=O)Oc3ccccc3)CC2)C1 | -3%
44 | COc1ccc(C2/C=C\CN(C(=O)c3ccccc3)C(C)C(=O)N2Cc2ccc(F)cc2)cc1 (centres undefined) | -6%
45 | c1ccc(CN2CCC3(CCNCC3)CC2)cc1 | -19%
46 | COc1ccc([C@@H](C)C(=O)c2ccc(O)cc2O)cc1 | 1%
47 | CCNc1ncc2nc(CCc3ccccc3)c(=O)n(CCC#N)c2n1 | 9%
48 | Cc1noc(-c2ccc(CSCCC(=O)O)cc2)c1NC(=O)OC(C)c1ccccc1Cl (centres undefined) | 28%
49 | O=C(/C=C\C=C/c1ccc2c(c1)OCO2)N1CCCCC1 | 1%[21.7 µM]
50 | CN1CCN(c2ncc3nc(CCc4ccccc4)c(=O)n(C4CC4)c3n2)CC1 | -2%
51 | CCNc1ncc2nc(-c3ccc(Cl)cc3)c(=O)n(Cc3cccs3)c2n1 | 0%
52 | COc1cc(C(CCN2CCOCC2)c2c(OC)cc(OC)c3ccc(=O)oc23)cc(OC)c1OC (centres undefined) | -19%
53 | O=C(O)/C=C\c1ccc(O)c(O)c1 | -21%[21.7 µM]
54 | C[C@H]1CC[C@@H]2[C@@H](C)[C@H]3[C@H](C[C@H]4[C@@H]5CC=C6C[C@@H](O[C@]7(O[C@H]8O[C@@H](C)[C@@H](O)[C@@H](O)[C@@H]8O)C[C@@H](O[C@@H]8O[C@H](CO)[C@@H](O)[C@H](O)[C@@H]8O)[C@@H](O)[C@H](CO)O7)CC[C@]6(C)[C@H]5CC[C@@]34C)N2C1 | -4%[21.7 µM]
55 | COc1ccc(NC=O)c(C(=O)CCNC(C)=O)c1 | 2%
56 | CC(C)(C)c1ccc(O)cc1 | 0%
57 | CCCN(C/C=C\I)[C@@H]1CCc2ccc(O)cc2C1 | 1%
58 | C=C(C)C(=O)OCC1CN2C(CCC(C)C2c2ccc(Br)cc2)C(=O)O1 (centres undefined) | 0%&1%&-1%[12.9 µM]
59 | COC(=O)NC(c1cccc(C)c1)[C@@]1(C(=O)OC)CCCC1=O (some centres undefined) | -4%[12.9 µM]
60 | C[C@@]12CCC(=O)C[C@@H]1CC(=O)[C@H]1[C@H]3CCC[C@]3(C)C(=O)C[C@@H]12 (tested in a mixture with another compound) | -3%[21.7 µM]

Arranged by molar mass (rising): part of the list above
nr | SMILES | FBPA Giardia inh
37 | O=C1c2ccccc2C(=O)c2c(O)ccc(O)c21 | -26%
46 | COc1ccc([C@@H](C)C(=O)c2ccc(O)cc2O)cc1 | 1%
47 | CCNc1ncc2nc(CCc3ccccc3)c(=O)n(CCC#N)c2n1 | 9%
57 | CCCN(C/C=C\I)[C@@H]1CCc2ccc(O)cc2C1 | 1%
51 | CCNc1ncc2nc(-c3ccc(Cl)cc3)c(=O)n(Cc3cccs3)c2n1 | 0%
44 | COc1ccc(C2/C=C\CN(C(=O)c3ccccc3)C(C)C(=O)N2Cc2ccc(F)cc2)cc1 (centres undefined) | -6%
48 | Cc1noc(-c2ccc(CSCCC(=O)O)cc2)c1NC(=O)OC(C)c1ccccc1Cl (centres undefined) | 28%

Some values from the results shown:
CCCN(C/C=C\I)[C@@H]1CCc2ccc(O)cc2C1 | FBPA Giardia inh: 1%
C=C(C)[C@]12C[C@@H](C)[C@@]34OC(Cc5ccccc5)(O[C@@H]1[C@@H]3C=C(COC(=O)Cc1cc(I)c(O)c(OC)c1)C[C@]1(O)C(=O)C(C)=C[C@@H]41)O2 | FBPA Giardia inh: -12%

Further entries:
nr | SMILES | FBPA Giardia inh
61 | N#Cc1c(Cl)cccc1Cl | -8%
62 | Cn1cc(-c2nc3cnc(N4CCOCC4)nc3n(C3CC3)c2=O)c2ccccc21 | -7%
63 | CN1CCC2(CC1)CCN(C(=O)c1cccc(F)c1)CC2 | -1%
64 | O=C(c1ccncc1)N1CCC2(CC1)CCN(c1ccccn1)CC2 | -2%
65 | COC(=O)[C@@]1(Cc2ccccc2)[C@H]2c3cc(C(=O)N4CCCC4)n(Cc4c(CO)[nH]cc(C)c4=O)c3C[C@H]2CN1C(=O)c1ccccc1 | -1%
66 | CCCCCC(O)/C=C/C=O (centres undefined) | 0%
67 | COc1ccc(O[C@H]2C=C[C@@H](c3ccccc3)O[C@H]2COC(=O)CC/C(C)=N\OC[C@@H](C)[C@H](OCc2ccccc2)C(C)C)cc1 | 0%[12.9 µM]
68 | COc1ccc(-n2c(=O)c(-c3cc(F)cc(F)c3)nc3cnc(N(C)C)nc32)cc1 | 4%
69 | COc1cccc(-c2cc(NCc3cccc(C)c3)ncn2)c1 | -7%
70 | COC(=O)CCN(Cc1ccco1)S(=O)(=O)c1ccc(F)cc1Br | -7%
71 | NCCc1c[nH]c2ccc(O)cc12 | -25%
72 | Cc1noc(C)c1-c1ccc2ncnc(Nc3ccc(F)cc3)c2c1 | 0%
73 | CN(C)Cc1ccccc1-c1nccc(NC2CC2)n1 | -1%
74 | CCOC(=O)OCC1OC(c2ccc(C(C)=O)cc2)C=CC1Oc1ccc(-c2ccccc2)cc1 (centres undefined) | 0%[12.9 µM]
75 | N#Cc1ccccc1OC[C@H](O)CNCCNC(=O)Nc1ccccc1 | -1%
76 | COC(=O)N[C@@H](c1cccc(C)c1)C(C(C)=O)C(=O)OC (some centres undefined) | -1%
77 | COc1c(O)cc2oc3cc(O)c(CC=C(C)C)c(O)c3c(=O)c2c1CC=C(C)C | -5%&-22%&-6%
78 | CC[C@H](C)[C@H](NC(=O)[C@H](Cc1ccc(O)cc1)NC(=O)[C@H](Cc1cnc[nH]1)NC(=O)[C@H](CCCNC(=N)N)NC(=O)[C@H](CC(C)C)NC(=O)[C@H](C)NC(=O)[C@H](CO)NC(=O)[C@H](Cc1ccc(O)cc1)NC(=O)[C@H](Cc1ccc(O)cc1)NC(=O)[C@H](CCCNC(=N)N)NC(=O)[C@H](C)NC(=O)[C@H](CC(C)C)NC(=O)[C@H](CC(=O)O)NC(=O)[C@H](CCC(=O)O)NC(=O)[C@H](C)NC(=O)[C@@H]1CCCN1C(=O)[C@H](C)NC(=O)[C@H](CC(=O)O)NC(=O)[C@H](CCC(=O)O)NC(=O)CNC(=O)[C@@H]1CCCN1C(=O)[C@H](CC(N)=O)NC(=O)[C@H](CC(=O)O)NC(=O)[C@@H]1CCCN1C(=O)[C@H](CCCCN)NC(=O)[C@H](CO)NC(=O)[C@@H]1CCCN1C(=O)[C@@H](N)Cc1ccc(O)cc1)C(=O)N[C@@H](CC(N)=O)C(=O)N[C@@H](CC(C)C)C(=O)N[C@H](C(=O)N[C@H](C(=O)N[C@@H](CCCNC(=N)N)C(=O)N[C@@H](CCC(N)=O)C(=O)N[C@@H](CCCNC(=N)N)C(=O)N[C@@H](Cc1ccc(O)cc1)C(N)=O)[C@@H](C)O)[C@@H](C)CC | 4%
79 | O=c1c(-c2cc(F)cc(F)c2)nc2cnc(Oc3ccccc3)nc2n1C1CC1 | 0%
80 | NC(N)=NCCN1CCCCCCC1 | -2%
81 | COC(=O)C/C=C/[C@@H](C)[C@H](NC(=O)OCC(Cl)(Cl)Cl)c1ccc2ccccc2c1 | -4%
82 | C=CCC(C)(O)c1ccco1 (centres undefined) | 1%
83 | Cc1c(C(=O)c2cccc3ccccc23)c2cccc3c2n1[C@@H](CN1CCOCC1)CO3 | -8%
84 | Cc1ccc(C2CC(=O)Oc3cc(C)c(Cl)cc32)cc1 (centres undefined) | 4%[89.2 µM]
85 | CC12CCC=CC1C(c1ccc(Br)cc1F)N(Cc1ccccc1)C2=O (centres undefined) | 9%
86 | O=c1c(-c2cccs2)nc2cnc(N3CCNCC3)nc2n1Cc1cccs1 | -6%
87 | COC(=O)C1=C[C@@H](C(=O)OC)[C@@H]2C3=C(C(=O)C2(C)C)[C@H](C)n2c(=O)n(C)c(=O)n2[C@@H]3C1 | 1%
88 | CC(C)(C)OC(=O)NC(Cc1ccccc1)C(=O)NC1COC2CC(n3cc(F)c(=O)[nH]c3=O)OC12 (centres undefined) | 3%
89 | N#Cc1cccc(NC(=O)N2CCC3(CC2)CCN(C(=O)c2ccco2)CC3)c1 | 1%
90 | CNC(=O)[C@]1(C)C[C@H]1[C@H](NC(=O)[C@]1(C)C[C@H]1[C@H](NC(=O)OCc1ccccc1)c1ccccc1)c1ccccc1 | -5%
